Insulin prom inh = TRM-6 insulin promoter activity inhibition; hit rate 0.9% among 130,000; TRM-6 cells (human fetal islet line), insulin promoter-eGFP reporter, imaging; reporter expression induced with tamoxifen; inhibition, % at 2 µM; AID 1273;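 active means inhibition above the mean plus 3 SD, with well images judged a real hit on visual review, cut at about 60% in these data, passing the limit was not always enough; inconclusive means inhibition over the cutoff but images rejected on review; inactive means inhibition not above the cutoff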
sdo1 growth = restores growth of sdo1-depleted yeast | S. cerevisiae sdo1-depleted JHY4D growth rescue, OD600 30 h; hits give high values; pdr5 snq2 efflux-pump mutant strain | z-score at 10 µM | hit rate 0.21% among 140,000 | AID 817;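 active means z-score above 3 at both the 24 hr and the 30 hr optical density reads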;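 further: z-score against mean and SD of all compound wells on the same plate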
sdo1 growth Rescue 24 h = also measured in sdo1 growth; calls as there; z-score; S. cerevisiae sdo1-depleted JHY4D growth rescue, OD600; measured here: growth rescue at 24 h;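 0 is the plate mean of compound wells and units are plate SD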
An asterisk follows results filed as active; ? = inconclusive; / = not tested or not shown.

Compound,sdo1 growth,sdo1 growth Rescue 24 h,Insulin prom inh
Cc1ccccc1N1C(=O)NC(=O)/C(=C\c2cnn(-c3ccccc3)c2)C1=O,1.3,2.1,-25
O=P(NS(=O)(=O)c1ccc(Cl)cc1)(Oc1ccccc1)Oc1ccccc1,0.71,-0.48,59
Cc1ccc(-c2cc(C(F)F)n3ncc(C(=O)N4CCC5(CC4)OCCO5)c3n2)cc1,0.28,0.45,10
CCCCN1C(=O)/C(=C/c2ccc(N3CCCCCC3)cc2)C(=O)NC1=S,0.65,0.47,/
CCCCn1c(O)c(C(C)=NCCCN(CC)CC)c(=O)[nH]c1=O,-0.03,-0.88,36
O=C(O)c1cccc2c1NC(c1cccc([N+](=O)[O-])c1)C1CC(Sc3ccccc3[N+](=O)[O-])C(Cl)C21 (centres undefined),/,/,?
C[C@]12CCC(=O)C(O)=C1CC[C@@H]1[C@@H]2CC[C@]2(C)C(=O)CC[C@@H]12,-1.8,-0.62,-43
O=C(CN1C(=O)CN=C(c2ccccc2)c2ccccc21)NCc1ccco1,-0.66,-0.99,-281
CN=C(SCc1cc2c(cc1Cl)OCO2)c1c(O)n(C)c(=O)n(C)c1=O,0.36,1,/
CN1C(=O)C(C2c3ccccc3C(=O)N2Cc2ccccc2)C(=O)N(C)C1=O (centres undefined),2.4,1.9,-12
Cc1ccc2c(c1)CC1(CN2C)C(=O)NC(=O)N(c2ccc(C)c(C)c2)C1=O (centres undefined),0.73,0.7,-3
O=P(C(=Nc1ccc(Cl)cc1)N1CCOCC1)(N1CCOCC1)N1CCOCC1,2.6,3.8,-44
CC(C)NC(C)C(=O)C12CC3CC(CC(C3)C1)C2 (centres undefined),0.53,0.01,64
Cc1cc([N+](=O)[O-])c(Cl)cc1NC(=O)C(C)C,0.84,0.74,11
FC(F)(F)c1ccccc1CN1CCN(Cc2ccccc2)CC1,-0.02,-0.67,-5
CC12CC(c3ccccc3O1)C(C(=O)OCc1ccccc1)C(=O)N2 (centres undefined),-0.06,-1.2,0
CCOC(=O)c1cc(CC)sc1/N=C/C1C(=O)NC(=S)NC1=O,/,/,-295
Cc1ccc(CN2CCN(CC(=O)N3CCC4(CC3)OCCO4)C2=O)cc1,1.2,1.2,19
CC(=O)Nc1ccc(C(c2c(O)c3ccccc3oc2=O)c2c(C)n(C)n(-c3ccccc3)c2=O)cc1 (centres undefined),/,/,33
Cc1cccc(C)c1NC(=O)c1cccn(Cc2ccc3c(c2)OC(F)(F)O3)c1=O,-2,-0.46,-7
Cc1cc(C)n(CCOC(=O)C2C(C=C(Cl)Cl)C2(C)C)n1 (centres undefined),-1.2,-0.3,/
Cc1ccc(N2C(=O)NC(=O)/C(=C/c3ccc(OC(=O)c4cccs4)cc3)C2=O)cc1,0.03,0.19,3
CCC(=NCCCN(CC)CC)c1c(O)n(C2CCCCC2)c(=O)[nH]c1=O,0.07,0.05,60
CCCCCCN=C(C)c1c(O)n(CCCC)c(=O)[nH]c1=O,0.04,0.49,-31
O=C(c1ccccc1)c1cn(CC(=O)N2CCCC2)c2ccccc12,1.3,1.6,/
Cc1cc(N2CCCC2)ccc1C=C(C#N)C#N,/,/,-38
CCC(=Nc1cc(OC)ccc1OC)c1c(O)[nH]c(=O)[nH]c1=O,0.27,0.03,-39
CCCCOc1ccc(CCN)cc1Cl,0.28,0.25,25
CC(C)OC(=O)Nc1ccc(N=C(N)N[N+](=O)[O-])cc1,/,/,6
CCn1c(O)c(C=Nc2cc(Cl)ccc2Cl)c(=O)n(CC)c1=O,0.46,0.86,?

Additional records follow.
Compound,sdo1 growth,sdo1 growth Rescue 24 h,Insulin prom inh
Cc1ccccc1N1C(=O)NC(=O)/C(=C\c2ccc3c(c2)CCCN3Cc2ccccc2)C1=O,-0.64,-0.99,-4
COc1ccc(OCC(=O)N2CCN(CC3CC4C=CC3C4)CC2)cc1 (centres undefined),0.55,-0.47,/
O=c1[nH]c(=O)n(C2CCCCCC2)c(O)c1C=NC1CCN(Cc2ccccc2)CC1,-0.12,-0.18,/
CC1(C)Cc2c(sc3c2C(=O)NC(c2cccnc2)N3)CO1 (centres undefined),0.28,0.35,/
CC(C)NC(=O)Cn1cc(C(=O)c2ccccc2F)c2ccccc21,-0.76,-0.6,-14
Clc1ccc2c(c1)C(c1ccccc1Cl)=NCc1nncn1-2,-0.78,-0.46,-19
O=P(C(c1ccc2c(c1)OCO2)N1CCOCC1)(N1CCOCC1)N1CCOCC1 (centres undefined),0.71,0.23,0
CC1(C)C(C(=O)NCc2ccco2)C1(C)C,0.08,-0.39,21
COc1ccccc1Cn1c(SCC(=O)C(C)(C)C)nc2cc(C(=O)N3CCC4(CC3)OCCO4)ccc2c1=O,/,/,0
C=CCn1c(O)c(C(C)=NCCCN2CCOCC2)c(=O)[nH]c1=O,1.7,1.1,12
O=C(CCC(=O)N1CCC2(CC1)OCCO2)Nc1nnc(C(F)(F)F)s1,-0.02,0.08,?
Cc1ccc(OCC(=O)N2CCN(Cc3ccc4c(c3)OCO4)CC2)cc1C,/,/,44
NC(=O)C1(N2CCCCC2)CCN(Cc2ccccc2)CC1,1.8,2,-48
CCCCCCN=C(C)c1c(O)n(Cc2ccccc2)c(=O)[nH]c1=O,-1.4,-1,-47
COc1ccc(NC2=NC(C)(C)CS2)cc1,/,/,35
O=C1CN=C(c2ccccc2)c2oc3ccc(Br)cc3c2N1,-1.3,-0.53,-93
CC(=NCCO)c1c(O)n(C)c(=O)n(C)c1=O,-0.1,-0.76,/
CN1/C(=C\C=C\C2=[N+](C)c3ccc4ccccc4c3C2(C)C)C(C)(C)c2ccccc21,-1.2,1.5,-151
O=C(Cc1ccccc1)N1CCN(CC2CC3C=CC2C3)CC1 (centres undefined),0.61,0.46,36
C=C(C)CSc1nnc([C@@H](N)Cc2c[nH]c3ccccc23)o1,0.28,-0.17,-3
CCC12CN3CC(CC)(CN(C1)C3c1cccnc1)C2=O (centres undefined),0.44,-0.38,-26
O=C(C(=O)N1CCC2(CC1)OCCO2)c1c[nH]c2ccccc12,/,/,6
CCCCCCC(N)CC(=O)O (centres undefined),1.1,0.89,18
C#CCN1CCN(c2ccc(F)cc2)CC1,/,/,20
CCOC(=O)c1ccc(N2C(=O)CC(N3CCC(C#N)(c4ccccc4)CC3)C2=O)cc1 (centres undefined),-0.52,-0.29,-190
CCN(CC)CCOC(=O)c1cc2cc(COC)ccc2o1,-0.29,-1,13
CCCCCn1c(=O)c(C(=O)NCc2ccccn2)c(O)c2ccccc21,-1.4,-1.3,/
O=c1[nH]c(=O)n(Cc2ccc(F)cc2)c(O)c1C=NCC1CCCO1 (centres undefined),0.09,-0.27,-92
Nc1ccc2c(c1)Cc1ccccc1-2,0.06,0.05,-11
O=c1[nH]c2ccccc2c(=O)n1-c1cccc(Cl)c1,1.4,0.59,82*

Next part:
Compound,sdo1 growth,sdo1 growth Rescue 24 h,Insulin prom inh
Cc1ccc(N2C(=O)NC(=O)/C(=C\c3ccsc3)C2=O)cc1C,0.47,-0.05,/
Cc1ccccc1-n1c(O)c(/C=N/N2CCOCC2)c(=O)[nH]c1=S,0.32,0.05,-94
Nc1ccc(S(=O)(=O)N2CC3CC(C2)c2cccc(=O)n2C3)cc1 (centres undefined),0.58,0.47,/
CNC(=O)Oc1ccc(-c2cn3cc(Cl)ccc3n2)cc1,1.1,1.5,6
Cc1ccc(Cl)cc1-n1c(O)c(C=NCCCN2CCOCC2)c(=O)[nH]c1=O,-0.14,-0.89,8
COc1cc(/C=N/n2cnnc2)ccc1OC(=O)N(C)C,0.48,-0.1,31
COc1ccc2c(c1)CC1(CN2C)C(=O)NC(=O)N(CCc2ccccc2)C1=O (centres undefined),-2.5,-0.82,/
Cc1oc(-c2ccccc2F)nc1CS(=O)CC(=O)N1CCC2(CC1)OCCO2 (centres undefined),0.41,0.11,-23
O=C(Nc1nc(-c2ccccc2)c(-c2ccccc2)s1)c1ccc(S(=O)(=O)N(CCCl)CCCl)cc1,1.2,0.76,-31
CC(C)(C)NC(=S)N1CCn2cccc2C1c1cccnc1 (centres undefined),/,/,0
Cc1ccc2c(c1)N(CCC(=O)N1CCC3(CC1)OCCO3)C(=O)CO2,0.79,0.36,-8
O=C(COc1ccccc1F)N1CCN(CCN2C(=O)c3cccc4cccc(c34)C2=O)CC1,/,/,-7
CN(Cc1c[nH]c2ccccc12)C1CCCCC1,1.5,0.33,-56
CC12CCC3C(CCC4C/C(=N/O)CCC43C)C1CCC2O (centres undefined),-0.95,-1.5,/
CCC(=NCCCn1ccnc1)c1c(O)n(Cc2ccccc2)c(=O)[nH]c1=O,0.47,1.3,6
CCOc1ccccc1C1SCC(=O)Nc2c1c(=O)[nH]n2C(CC)CC (centres undefined),-0.27,-0.25,/
Cc1cc(C=C2C(=O)N(C)C(=S)N(C)C2=O)c(C)n1-c1cccnc1,-0.55,-1.6,53
CCC(=Nc1ccc2c(c1)CCC2)c1c(O)n(C2CCCCC2)c(=O)[nH]c1=O,-0.37,-0.33,/
CCC(C)N1Cc2ccccc2C1=N (centres undefined),0.05,-0.02,/
C=Cc1ccc(Cn2c(C(=O)O)c(C=O)c3ccccc32)cc1,/,/,6
O=C1NC(=O)N(c2cccc(Br)c2)C(=O)/C1=C/c1ccsc1,/,/,33
CCCCOCCCn1c(N)c(C(=O)OC(C)COC)c2nc3ccccc3nc21 (centres undefined),-0.61,0.8,/
Cc1ccccc1N1C(=O)NC(=O)/C(=C\c2cc(Br)c(N3CCOCC3)o2)C1=O,-0.69,-1.2,/
Cc1cccc(-n2c(-c3ccco3)nc3ccccc3c2=O)n1,0.32,0.01,15
C#CCOCOCC#CCN(CC)CC,0.75,-0.31,37
Oc1ccc(/C=N/NP(=S)(c2ccccc2)c2ccccc2)cc1,-1.4,-1.1,-54
CC(C)C12CN3CCN(CC(C3)/C1=N\O)C2,-0.22,-0.33,-308
CN1CCC(N(C)c2nc(-c3ccc([N+](=O)[O-])cc3)nc3ccccc23)CC1,-0.88,-1.3,/
Cc1cc(/C=C2/C(=O)NC(=O)N(c3ccccc3)C2=O)c(C)n1-c1ccc(F)cc1,/,/,-120
Cc1cc(Cl)nc(N)n1,2,2.5,15

One compound at a time, from the list above.
CN1/C(=C\C=C\C2=[N+](C)c3ccc4ccccc4c3C2(C)C)C(C)(C)c2ccccc21 as listed: sdo1 growth: -1.2; sdo1 growth Rescue 24 h: 1.5; Insulin prom inh: -151
O=C(COc1ccccc1F)N1CCN(CCN2C(=O)c3cccc4cccc(c34)C2=O)CC1 as listed: sdo1 growth: /; sdo1 growth Rescue 24 h: /; Insulin prom inh: -7
Nc1ccc2c(c1)Cc1ccccc1-2 as listed: sdo1 growth: 0.06; sdo1 growth Rescue 24 h: 0.05; Insulin prom inh: -11

New compounds follow
Compound,sdo1 growth,sdo1 growth Rescue 24 h,Insulin prom inh
O=[N+]([O-])c1ccc(N2CCCCCC2)c2ncccc12,/,/,30
O=C(C1CC(c2ccc(F)cc2)=NO1)N1CCC2(CC1)OCCO2 (centres undefined),-1.5,-0.53,0
Fc1cccc(F)c1CN1CCN(Cc2c(F)cccc2F)CC1,0.15,-0.27,-15
COc1ccccc1N1CCN(Cc2c(F)cccc2Cl)CC1,1.1,0.66,3
O=C(Nc1ccccc1OC(=O)N1CCCCC1)N1CCCCC1,-0.06,0.05,-33
Cc1ccc(N2C(=O)NC(=O)C(CCc3ccccn3)(Cc3ccc(F)cc3)C2=O)cc1 (centres undefined),/,/,-81
CC1CCCN(CC(=O)N2CCCc3ccccc32)C1 (centres undefined),2.4,2.5,8
C=CCn1c(O)c(C=NCCCOc2ccc(CC)cc2)c(=O)[nH]c1=S,-0.94,0.23,/
CCN(CC)c1ccc(CN(C)CCc2ccc(OC)c(OC)c2)cc1,-0.59,0.06,/
Oc1ccc(/C=N/NP(=S)(c2ccccc2)c2ccccc2)c(O)c1O,1,1.7,9
CCCCC(=O)N/N=C/c1c(O)n(C2CC2)c(=S)[nH]c1=O,-0.31,-0.76,14
CCOP(=S)(OCC)SCC(=O)NC(C)(CC)C(=O)O (centres undefined),0.62,0.12,-4
CCCC(=O)Nc1cc(C(=O)N2CCC3(CC2)OCCO3)ccc1S(=O)(=O)c1ccc(C)cc1,0.28,-0.38,-17

Screens (PubChem)

Some of the compounds tested. The share of hits here may be higher or lower than overall.
